Bioassay records deposited in PubChem by National Center for Advancing Translational Sciences (NCATS).
ELG1 DNA repair: blocks ELG1-dependent DNA repair in HEK293T cells; HEK293T ELG1-luciferase reporter, luminescence, 16 h; DNA damage induced by 5-fluorouridine; AID 504467; 2.3% of 330,000 active; Potency, µM (titrated, usually from 46.1 µM), for inactives: top-dose activity change, negative = inhibition, usual class: inhibitors; further: potency means the concentration at half of the fitted maximal effect; on the % scale 0 is the no-effect control and ±100 the full control effect; nearly all actives have a fitted effect of over 55% in size
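Step one: seed 2,000 cells per well. Step two: pin-transfer compound or DMSO alongside 5-fluorouridine. Step three: incubate 16 hr, 37 °C, 5% CO2. Step four: add ONE-Glo, wait 30 min, read luminescence.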
Menin-MLL TR inh: displaces Texas Red mutant MLL peptide from human menin | O00255 | Menin + Texas Red MLL mutant peptide, fluorescence polarization | Potency, µM (top dose mostly 61.6 µM), for the others: top-dose FP activity change, negative = inhibition, usual class: inhibitors | 0.23% of 270,000 active; active means well fitted inhibition curve with a large enough effect in the polarisation, with a control signal flat, not every such curve was filed as active; inconclusive means small, poorly fitted or top-dose-only effect, or effect the other way, or a change in a side signal; inactive means no such curve, though single readings can be large or run the other way; the % refers to the polarisation; further: potency means the concentration at half of the fitted maximal effect; % of control where 0% means no effect; many of its hits are not listed in these tables
Rab9 promoter act: activators of Rab9 promoter. Potency, µM (series often up to 9.22 µM), for inactives: at the top dose activation, negative = inhibition, actives largely listed as activators. 2.8% of 320,000 active. Huh7 Rab9 promoter-luciferase reporter, luminescence, 24 h; further: potency means the concentration at half of the fitted maximal effect; % of control where 0% means no effect; nearly all actives have a fitted effect of over 60% in size
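Rab9 promoter-driven luciferase in stably transfected Huh7 cells; 1500 cells/well rested 2 h, exposed to compound in DMSO for 24 h at 37 °C, 5% CO2. Luminescence read 10 min after adding luciferase reagent at ambient temperature.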
MBNL1 CUG block: inhibitors of human MBNL1 binding to CUG repeat RNA; TR-FRET MBNL1-His/biotin-(CUG)12 binding, 665/545 ratio; Potency, µM (doses to about 57.5 µM), inactives show top-dose activity change, negative = inhibition, actives largely listed as inhibitors; 0.036% of 280,000 active; AID 2675; active means well fitted inhibition curve with a large enough effect in the signal ratio, with a control signal flat, not every such curve was filed as active; inconclusive means small, poorly fitted or top-dose-only effect, or effect the other way, or a change in a side signal; inactive means no such curve, though single readings can be large or run the other way; the % refers to the signal ratio; further: potency means the concentration at half of the fitted maximal effect; on the % scale 0 is the no-effect control and ±100 the full control effect
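Compound titration spanned 92 nM–58 uM against the MBNL1-His/biotin-(CUG)12 complex. After 60 min at room temperature with 5 nM streptavidin-XL665 and 0.055 ng/ul terbium anti-His, ratiometric 665/545 nm emission (Ex 340 nm) normalized to controls.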
Mito fusion act: blocks mitochondrial division or promotes mitochondrial fusion; Potency, µM (highest dose often 46.1 µM), inactives show at the highest dose growth rescue (activation), actives largely listed as activators; S. cerevisiae fusion-defective mutant growth rescue, CellTiterGlo 48 h; AID 485298; 0.23% of 320,000 active;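 further: potency means the concentration at half of the fitted maximal effect; % of control where 0% means no effect; nearly all actives have a fitted effect of over 45% in size; temperature-sensitive fusion mutants such as fzo1-1 at 37 °C on non-fermentable ethanol glycerol medium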
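Yeast fusion mutant, YPEG (non-fermentable carbon), compound, 48 h at 37C non-permissive; CellTiterGlo added, 10 min RT, luminescence read. Rescued growth = division inhibition.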
Gal4-VP16 FLuc: counter-screen for ROR gamma inhibitors: Gal4-VP16 reporter. AID 2546. 3.5% of 310,000 active. Drosophila S2 Gal4-VP16 UAS-luciferase, luminescence, 20 h. Potency, µM (series often up to 53.6 µM), inactives show top-dose activity, negative = inhibition, most hits filed as inhibitors;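 further: Gal4-VP16 expression switched on by copper sulfate through the metallothionein promoter; potency means the concentration at half of the fitted maximal effect; on the % scale 0 is the no-effect control and ±100 the full control effect; nearly all actives have a fitted effect of over 50% in size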
FLuc counter: inhibits or activates purified firefly luciferase, miR-21 counter-screen. P08659. Potency, µM (doses to about 57.5 µM), inactives show top-dose activity change, negative = inhibition, most hits filed as inhibitors. 6.9% of 360,000 active. purified FLuc, Km substrates, luminescence inhibition;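 further: potency means the concentration at half of the fitted maximal effect; plate controls were vehicle for no effect and reference inhibitor for full effect; nearly all actives have a fitted effect of over 55% in size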
Target sequence (P08659 whole entry, looked up): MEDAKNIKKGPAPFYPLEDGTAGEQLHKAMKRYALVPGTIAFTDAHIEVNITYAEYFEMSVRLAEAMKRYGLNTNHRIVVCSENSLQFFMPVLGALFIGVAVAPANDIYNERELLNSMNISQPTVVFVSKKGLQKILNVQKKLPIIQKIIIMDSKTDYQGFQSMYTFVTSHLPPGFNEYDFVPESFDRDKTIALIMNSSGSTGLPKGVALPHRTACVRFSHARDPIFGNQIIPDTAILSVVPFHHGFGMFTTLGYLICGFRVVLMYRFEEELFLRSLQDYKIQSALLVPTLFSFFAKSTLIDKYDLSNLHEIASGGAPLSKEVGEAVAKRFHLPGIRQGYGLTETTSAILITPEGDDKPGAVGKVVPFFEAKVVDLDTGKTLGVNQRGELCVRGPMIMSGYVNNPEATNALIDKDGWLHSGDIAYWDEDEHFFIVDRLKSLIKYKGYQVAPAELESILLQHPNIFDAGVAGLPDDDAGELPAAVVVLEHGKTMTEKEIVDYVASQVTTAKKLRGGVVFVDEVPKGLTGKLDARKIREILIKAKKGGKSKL
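Biochemical qHTS of compounds, final roughly 60 µM downward over six points, against 10 nM purified firefly luciferase using Km concentrations of substrates (10 uM D-luciferin, 10 uM ATP) in Tris acetate pH 7.5 buffer; luminescence output.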
RORg inh: inhibitors of mouse ROR gamma transcriptional activity. P51450. Drosophila S2 Gal4-RORgamma UAS-luciferase reporter, 20 h. Potency, µM (titrated, usually from 53.6 µM), without a hit: at the top dose activity change, negative = inhibition, most hits filed as inhibitors. 5.4% of 310,000 active. AID 2551; further: potency means the concentration at half of the fitted maximal effect; on the % scale 0 is the no-effect control and ±100 the full control effect; nearly all actives have a fitted effect of over 60% in size
Target sequence (P51450 whole entry, looked up, the tested form may be a part): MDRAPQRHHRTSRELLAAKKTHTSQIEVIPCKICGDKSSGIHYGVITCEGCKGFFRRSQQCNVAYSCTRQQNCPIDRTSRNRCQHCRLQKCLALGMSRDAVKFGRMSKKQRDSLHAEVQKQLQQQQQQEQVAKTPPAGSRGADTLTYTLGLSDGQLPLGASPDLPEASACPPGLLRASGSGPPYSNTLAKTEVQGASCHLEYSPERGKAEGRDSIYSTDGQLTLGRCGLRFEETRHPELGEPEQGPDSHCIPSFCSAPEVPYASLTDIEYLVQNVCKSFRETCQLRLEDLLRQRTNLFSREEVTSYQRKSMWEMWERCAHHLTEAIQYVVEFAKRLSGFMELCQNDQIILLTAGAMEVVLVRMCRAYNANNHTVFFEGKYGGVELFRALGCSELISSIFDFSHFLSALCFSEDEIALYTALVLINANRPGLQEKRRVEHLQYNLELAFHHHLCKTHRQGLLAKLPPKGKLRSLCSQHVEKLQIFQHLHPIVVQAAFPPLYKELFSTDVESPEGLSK
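Drosophila S2 cells stably expressing Gal4-DBD/mouse RORγ fusion under metallothionein promoter plus UAS-luciferase; compound 1 h, then 700 uM CuSO4 induction for 20 h at ambient temperature; inhibition read as reduced luminescence.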
PKM2 activator: PKM2 (human) enzyme activation; P14618; purified PKM2, Kinase-Glo ATP luminescence, activation; response scale: 0% is enzyme alone, no compound; Potency, µM (highest dose often 57.5 µM), without a hit: at the top dose activation, hits mostly activators; 0.34% of 260,000 active; AID 1631; further: potency means the concentration at half of the fitted maximal effect; on the % scale 0 is the no-effect control and ±100 the full control effect; nearly all actives have a fitted effect of over 55% in size
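Purified hPK-M2 (>95%) run at intermediate activity with 0.1 mM ADP and 0.5 mM PEP in 50 mM imidazole pH 7.2, KCl, MgCl2; 1 h room temperature. ATP formed read by Kinase-Glo luminescence; normalized to uninhibited and no-enzyme controls.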
NPC1 prom act: activates the NPC1 promoter | Huh7 NPC1 promoter luciferase reporter, 24 h | Potency, µM (series often up to 9.22 µM), inactives show at the top dose activation, most hits filed as activators | 2.4% of 320,000 active;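 further: potency means the concentration at half of the fitted maximal effect; % of control where 0% means no effect; nearly all actives have a fitted effect of over 60% in size; reporter is driven by a mutant NPC1 promoter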
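Stable NPC1-promoter luciferase Huh7 line; cpd (DMSO) 24 h, 37 °C, 5% CO2; Amplite luciferase reagent 10 min RT; luminescence readout. qHTS format.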
KCNH2 3.1 block: inhibitors of human KCNH2 3.1 potassium channel isoform. AID 720553. U2OS KCNH2 3.1, thallium flux FluxOr; active compounds read low. activity change, % (tested at about 1.8 µM). 0.95% of 340,000 active;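 active means maximum activity change below -70%; inconclusive means maximum activity change from -70% to -50%; inactive means maximum activity change above -50%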;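 further: thallium influx rate constant from kinetic fluorescence after stimulation buffer; on the % scale 0 is the no-effect control and ±100 the full control effect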
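Measured as rate of thallium-driven FluxOr signal in transduced U2OS cells carrying the 3.1 channel, read kinetically for 2 min upon stimulation; values are rate constants scaled to DMSO control wells.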
* hit, by the source's call; ? = inconclusive; nt = not tested or not shown; & = joins results of further samples; [ ] = dose if it differs, or a comment. Unless noted, the call rests on the fitted dose curve; in most records, active means well fitted curve in the direction sought with a large enough effect; inconclusive means small, poorly fitted or top-dose-only effect, or another doubt; inactive means no such curve, though single readings can be large; an effect the other way counts as inactive or inconclusive.

Values run as follows: ELG1 DNA repair	Menin-MLL TR inh	Rab9 promoter act	MBNL1 CUG block	Mito fusion act	Gal4-VP16 FLuc	FLuc counter	RORg inh	PKM2 activator	NPC1 prom act	KCNH2 3.1 block
1. O=C(C[n+]1ccccc1)Nc1ccc(Cl)c([N+](=O)[O-])c1
    -6%	-6%	-1%	?	-3%	-6%	0%	-20%	2%	11%	-7
2. O=C(C1CCN(S(=O)(=O)N2CCOCC2)CC1)N1CCN(c2ccc(F)cc2)CC1
    ?	3%	-7%	-7%	35µM*	-7%	-2%	23%	7%	-2%	-9
3. Cc1ccc(-c2nnc3ccc(SCC(=O)N4CCCc5ccccc54)nn23)cc1
    18µM*	-10%	-8%	63%[activator]	?	-13%	1%	-20%	-4%	-3%	6
4. O=S(=O)(NCC1CCCO1)c1ccc(S(=O)(=O)N(Cc2ccc(F)cc2)Cc2ccccn2)cc1 (stereo unspecified)
    -10%	-7%	1%	-3%	-3%	4%	-1%	26%	0%	1%	-32
5. Cn1cccc1-c1nc2ccccc2n1Cc1ccccc1
    ?	-22%	1%	0%	26%	9%	1%	?	-3%	1%	4
6. Cc1ccc(C2(c3ccccc3)NC(=O)N(CC(=O)NCc3ccccc3)C2=O)cc1C (stereo unspecified)
    ?	nt	-7%	nt	3%	nt	2%	nt	nt	-2%	-19
7. COc1ccc(C(C[N+](=O)[O-])c2c(-c3ccccc3)cc3ccccn23)c(OC)c1 (stereo unspecified)
    ?	?	-3%	11%	-3%	?	-7%	?	2%	-4%	-16
8. Brc1ccc2[nH]c3nc(SCCN4CCOCC4)nnc3c2c1
    ?	-2%	-4%	19%	1%	6%	2%	18%	-6%	-7%	11&18
9. CC(C)c1ccc(COC(=O)CN2C(=O)NC3(CCCCC3C)C2=O)cc1 (stereo unspecified)
    -26%	nt	-2%	nt	11%	nt	1%	nt	nt	-12%	10
10. CCCCNC(=O)C1CCC(CNc2c(N3CCC(C)CC3)c(=O)c2=O)CC1 (stereo unspecified)
    1%	nt	1%	5%	2%	-4%	-1%	-19%	-2%	1%	32
11. CC(C)=CCC(C)(C)C1OCCN1C(=O)Nc1ccccc1 (stereo unspecified)
    -14%	1%	0%	-10%	5%	4%	-1%	22%	2%	0%	1
12. COc1c(C(C)C)oc2cc3oc(=O)ccc3cc12
    ?	-2%&-7%	-16%	4%	-4%	-7%&23%	-19%	17%&25%	6%	-41%[inhibitor]	-1
13. COc1ccccc1NC(=O)/C=C\C(=O)O
    ?	6%	-10%	0%	-7%	-5%	6%	-14%	1%	-3%	-5
14. Cc1ccc(-c2noc(CN(C(=O)CCCCCN3C(=O)c4ccccc4C3=O)C(C)C)n2)cc1
    18µM*	-1%	0%	2%	18%	-14%	-1%	48%	6%	-3%	-5
15. CCOc1cc(-c2cc(N)n[nH]2)cc(OCC)c1OCC
    ?	6%	1%	9%	-4%	-8%	2%	35%	-2%	-6%	-16
16. COc1ccc(NC(=O)CCC(=O)OCC(=O)c2ccc(Oc3ccc([N+](=O)[O-])cc3)cc2)cc1
    4%	0%	3%	?	-1%	2%	0%	12%	-1%	-1%	-20
17. COc1ccc(OC)c(CNC(=O)CCSCc2ccc(F)cc2Cl)c1
    ?	-21%	-3%	-3%	5%	-2%	-2%	18%	nt	8%	-28
18. CC/C(=N\NC(=O)Nc1nonc1N)c1ccc(OC)c(OC)c1
    -10%	nt	-4%	-2%	-2%	-3%	2%	32%	1%	-4%	-22
19. O=C(Nc1ccc(Br)cc1)c1cccn1-c1ncc(C(F)(F)F)cc1Cl
    0%	nt	2%	1%	-15%	-9%	0%	?	3%	6%	-39
20. CC(C)N(Cc1nccn1C)C(=O)CC1C(=O)NCCN1Cc1ccc(F)c(F)c1 (stereo unspecified)
    -4%	nt	1%	0%	1%	0%	4%	-23%	-4%	8%	11
21. CN/N=C(\Cc1nc2ccccc2[nH]1)c1ccc([N+](=O)[O-])cc1
    7%	?	?	?	7%	?	17µM*	1%	-27%	?	-75*
22. NS(=O)(=O)c1ccc(CCNC(=O)C(=O)NCC2OCCN2C(=O)c2ccc3c(c2)OCO3)cc1 (stereo unspecified)
    -5%	2%	2%	-3%	-1%	-2%	-2%	1%	-2%	-4%	4
23. COC(=O)c1cccc(NC(=O)CSc2nnc(C)n2Cc2ccccc2)c1
    0%	-11%	-2%	2%	-1%	-1%	0%	18%	-5%	2%	21
24. CCN(CC)S(=O)(=O)c1ccc(NS(=O)(=O)c2ccc(O)c([N+](=O)[O-])c2)cc1
    -5%	10%	-5%	nt	0%	-8%	0%	-10%[10 µM]	-6%	0%	4
25. C=CCOc1ccc(/C(O)=C2/C(=O)C(=O)N(CCCn3ccnc3)C2c2ccco2)cc1 (stereo unspecified)
    ?	-1%	?	22%	16%	20%	-18%	-2%	-3%	16%	-7
26. CCCNCc1nnc(-c2ccccc2Cl)o1
    ?	7%	0%	3%	-1%	-1%	-25%	-20%	6%	2%	11
27. O=S(=O)(Cc1cc(Sc2ccccc2)nc(-c2ccccc2)n1)c1ccccc1
    -22%	1%	1%	6%	0%	2%	1%	4%	-12%	1%	-7
28. CCC1(C)N(O)C(C)(C)C(c2ccc(F)cc2)=[N+]1[O-] (stereo unspecified)
    -3%	-7%	0%	4%	0%	-11%	2%	-4%	3%	-1%	-3
29. COc1cccc(N2CC(NC(=O)c3cccc4ccccc34)CC2=O)c1 (stereo unspecified)
    -21%	nt	-3%	nt	0%	nt	4%	nt	nt	-12%	-9
30. C/C(=N\NC(=O)c1cc(C)nc2ccccc12)c1cccc(Cl)c1
    -21%	nt	6%	2%	1%	5%	2%	-34%	-19%	-2%	-3
31. CCOc1ccc(-c2cccc(NS(=O)(=O)c3ccccc3[N+](=O)[O-])c2)nn1
    ?	nt	1%	nt	9%	nt	3%	nt	nt	13%	12
32. Cc1nn(C)cc1S(=O)(=O)N1CCN(Cc2ccccc2Cl)CC1
    -9%	2%	-2%	-8%	4%	-20%	-2%	2%	-11%	0%	12
33. CCN1CCN(CC(=O)c2c[nH]c3ccccc23)CC1
    13%	7%	-8%	-6%	-1%	-9%	4%	-9%	-3%	-8%	-3
34. COc1ccc([N+](=O)[O-])cc1Nc1c2ccccc2nc2ccccc12
    -27%	?	-21%	1%	-27%	?	-8%	?	1%[11.5 µM]	-30%	-48
35. O=c1[nH]c(C(F)(F)F)nc2c1nnn2Cc1ccccc1F
    19%	1%	-4%	-8%	0%	10%	-18%	8%	3%	0%	-7
36. COc1ccc(NC(=O)COC(=O)CN2C(=O)c3ccccc3C2=O)cc1
    1%	nt	-3%	nt	0%	nt	1%	nt	nt	0%	1
37. CC(=O)Nc1ccc(S(=O)(=O)Nc2cc(C)ccn2)cc1
    8%	-18%	1%	-2%	6%	5%	-1%	16%	4%	-2%	-11
38. COC(=O)c1sc(NC(=O)c2c(C)noc2C)nc1C
    1%	nt	-2%	-2%	-2%	-7%	24µM*	-10%	-10%	6%	21
39. CCC(SC1=N/C(=C/c2ccccc2)C(=O)N1c1ccccc1)C(=O)Nc1cc(C)on1 (stereo unspecified)
    ?	-11%	3%	26%	11%	-12%	2%	-8%	-2%	-3%	-6
40. COc1cc2c(cc1OC)C(c1ccc(C(F)(F)F)cc1)CC(=O)N2 (stereo unspecified)
    -27%	1%	4%	-6%	5%	8%	-2%	?	-15%	10%	-5
41. OC1(C2(O)CC(c3ccccc3)ON2)CCCCC1 (stereo unspecified)
    -3%	0%	-7%	-3%	-1%	11%	-3%	?	0%	0%	-3
42. Cc1ccc(-c2n[nH]c(=O)c3ccccc23)cc1S(=O)(=O)NCC1CCCO1 (stereo unspecified)
    -14%	nt	2%	-2%	9%	3%	-1%	-2%	nt	-1%	-12
43. COC(=O)c1ccccc1-c1ccc(/C=C2\C(=O)N(c3ccccc3)N=C2c2ccccc2)o1
    16%	?	1%	-2%	3%	0%	-8%	-17%	-4%	2%	-7

These rows are one share of the data; the hit share may differ from the screen's.
